# Screens: PubChem, National Center for Advancing Translational Sciences (NCATS)
# Apoferritin bind = binds horse apoferritin like a general anesthetic. Potency, µM (series often up to 77.5 µM), for inactives: at the top dose activity change, negative = displacement, hits mostly inhibitors. actives 0.074% (n = 350,000). AID 485281. apoferritin/1-aminoanthracene competitive binding, fluorescence. P02791; note: potency is the fitted concentration of half-maximal effect; % is set by controls: 0 for no effect and ±100 for the full control effect; nearly all actives have a fitted effect of over 20% in size
#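 Steps: apoferritin (10 uM) was premixed with half-saturated 1-AMA in PBS, compounds were pin-transferred, plates stood 10 min at room temperature, fluorescence was read at 380/535 nm, and curves were fitted with a Hill equation.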
# PGK inhibitor = T. brucei PGK inhibition; Potency, µM (titrated, usually from 57.5 µM), for the others: at the highest dose activity change, negative = inhibition, hits mostly inhibitors; P07378; actives 0.043% (n = 380,000); AID 602233; PGK/GAPDH coupled, Kinase-Glo luminescence, 60 min; note: potency is the fitted concentration of half-maximal effect; % is set by controls: 0 for no effect and ±100 for the full control effect; nearly all actives have a fitted effect of over 60% in size
#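 Recombinant glycosomal PGK reaction used 1,3-bisphosphoglycerate generated in-well by GAPDH (100nM final) in 100mM TEA pH 7.6, 5mM MgCl2, 0.01% Tween-20. After 60 minutes at room temperature, ATP was read by Kinase-Glo Plus luminescence end-point.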
# BLM helicase inh = Bloom syndrome helicase (human) inhibition; recombinant BLM DNA unwinding, fluorescence dequenching; actives 0.2% (n = 350,000); P54132; Potency, µM (top dose mostly 56.1 µM), without a hit: at the highest dose activity change, negative = inhibition, most hits filed as inhibitors; AID 2528;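 note: potency is the fitted concentration of half-maximal effect; plate controls were vehicle for no effect and no enzyme for full effect; nearly all actives have a fitted effect of over 35% in size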
# POLH inh = blocks human DNA polymerase eta activity. Q9Y253. recombinant Pol eta, fluorescent DNA replication assay. Potency, µM (top dose mostly 114 µM), inactives show at the highest dose activity change, negative = inhibition, hits mostly inhibitors. actives 1.2% (n = 390,000). AID 588591; note: potency is the fitted concentration of half-maximal effect; % is set by controls: 0 for no effect and ±100 for the full control effect
#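 Pol eta at 10 nM preincubated with compounds 15 min at room temperature; reaction started with fluorescent substrate (50 nM final) and read kinetically at 0 and 10 min.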
# Pol kappa inh = blocks human DNA polymerase kappa activity; Q9UBT6; purified Pol kappa, fluorescent DNA synthesis assay, 10 min; Potency, µM (highest dose often 107 µM), inactives show at the top dose activity, negative = inhibition, actives largely listed as inhibitors; actives 0.53% (n = 400,000); AID 588579; note: potency is the fitted concentration of half-maximal effect; % is set by controls: 0 for no effect and ±100 for the full control effect
#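 Fluorescent qHTS in 1536-well format: enzyme (10 nM) and compound sat 15 min at room temperature before 50 nM substrate (final) was added. Signal taken at 0 and 10 min; no-enzyme buffer wells were negative controls.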
# APEX1 inh = inhibitors of human APE1 endonuclease; recombinant APE1, TAMRA/BHQ-2 abasic DNA cleavage fluorescence; Potency, µM (titrated, usually from 65.8 µM), without a hit: at the top dose activity change, negative = inhibition, hits mostly inhibitors; actives 0.35% (n = 350,000);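 note: potency is the fitted concentration of half-maximal effect; plate controls were vehicle for no effect and reference inhibitor for full effect; nearly all actives have a fitted effect of over 55% in size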
# Target sequence (P27695 whole entry, looked up): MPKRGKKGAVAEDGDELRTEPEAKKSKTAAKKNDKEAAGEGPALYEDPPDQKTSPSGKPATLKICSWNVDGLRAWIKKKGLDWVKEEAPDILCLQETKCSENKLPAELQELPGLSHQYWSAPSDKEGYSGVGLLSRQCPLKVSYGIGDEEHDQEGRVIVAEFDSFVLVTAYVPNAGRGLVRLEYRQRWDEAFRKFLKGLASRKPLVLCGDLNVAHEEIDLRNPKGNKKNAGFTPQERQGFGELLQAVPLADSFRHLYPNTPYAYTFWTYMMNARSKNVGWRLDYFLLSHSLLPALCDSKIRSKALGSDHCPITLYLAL
#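 Kinetic fluorescence read (525 ex/598 em nm, three reads 60 s apart) of AP-site incision; signal = third minus first read. Enzyme 0.75 nM, dual-labelled THF duplex 50 nM, compound preincubation 15 min RT.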
# Pol iota inh = blocks human DNA polymerase iota activity. actives 1% (n = 390,000). Potency, µM (series often up to 115 µM), without a hit: at the top dose activity, negative = inhibition, actives largely listed as inhibitors. Pol iota fluorescent replication assay, 10 min. AID 588590. Q9UNA4; note: potency is the fitted concentration of half-maximal effect
# Target sequence (Q9UNA4 whole entry, looked up): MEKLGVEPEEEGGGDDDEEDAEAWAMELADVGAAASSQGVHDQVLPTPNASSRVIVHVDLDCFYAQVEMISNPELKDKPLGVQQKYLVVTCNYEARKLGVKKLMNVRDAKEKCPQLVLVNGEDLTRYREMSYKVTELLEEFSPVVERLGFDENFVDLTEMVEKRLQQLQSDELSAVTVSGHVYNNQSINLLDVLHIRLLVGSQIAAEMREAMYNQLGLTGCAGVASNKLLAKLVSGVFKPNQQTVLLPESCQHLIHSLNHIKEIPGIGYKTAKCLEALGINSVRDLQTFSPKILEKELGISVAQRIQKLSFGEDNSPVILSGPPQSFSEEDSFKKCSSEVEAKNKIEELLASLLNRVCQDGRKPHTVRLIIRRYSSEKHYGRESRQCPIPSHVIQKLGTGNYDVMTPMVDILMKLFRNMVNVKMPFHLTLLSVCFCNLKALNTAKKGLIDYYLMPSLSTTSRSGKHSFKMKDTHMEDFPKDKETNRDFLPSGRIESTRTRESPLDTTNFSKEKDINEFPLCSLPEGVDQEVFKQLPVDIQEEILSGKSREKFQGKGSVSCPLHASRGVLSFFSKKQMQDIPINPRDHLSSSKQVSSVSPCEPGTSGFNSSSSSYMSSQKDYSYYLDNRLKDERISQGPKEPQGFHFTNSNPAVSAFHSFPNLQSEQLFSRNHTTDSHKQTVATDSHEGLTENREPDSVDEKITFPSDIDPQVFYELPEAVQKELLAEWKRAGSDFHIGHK
#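 Pol iota at 10 nM preincubated 15 min with compounds at room temperature; reaction started with fluorescent substrate, 50 nM final. Fluorescence read kinetically at 0 and 10 min; buffer-only wells as negative control.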
# Pol beta inh = blocks human DNA polymerase beta activity; Pol beta primer extension/strand displacement, fluorescence kinetic; actives 1.3% (n = 340,000); AID 485314; Potency, µM (top dose mostly 114 µM), inactives show top-dose activity change, negative = inhibition, usual class: inhibitors; note: potency is the fitted concentration of half-maximal effect; % is set by controls: 0 for no effect and ±100 for the full control effect
#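 Pol beta (10 nM) and compounds were preincubated 15 min at room temperature, then 50 nM substrate (final) started primer extension/strand displacement. Reads were taken at 0 and 10 min; concentration-response data were fitted to a four-parameter Hill equation.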
# RXFP1 antagonist = RXFP1 (human) relaxin receptor antagonism; Q9HBX9; activity change, negative = inhibition, % at 57.5 µM; HEK293-RXFP1, relaxin-stimulated cAMP HTRF, 30 min; hits give low values; actives 0.59% (n = 350,000);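 active = activity change of -60% or lower, but not beyond a set lower limit; inconclusive = change between -60% and -40%, or beyond the set limit; inactive = change above -40%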; note: % is set by controls: 0 for no effect and ±100 for the full control effect
# * hit, by the source's call; i = inactive; ? = inconclusive; nt = no result given; & = joins results of further samples; [ ] = dose if it differs, or a comment. Unless noted, calls come from the whole dose curve; as a rule, active = well fitted curve in the direction sought with a large enough effect; inconclusive = small, poorly fitted or top-dose-only effect, or another doubt; inactive = no such curve, though single readings can be large; an effect the other way counts as inactive or inconclusive.
no.	structure	Apoferritin bind	PGK inhibitor	BLM helicase inh	POLH inh	Pol kappa inh	APEX1 inh	Pol iota inh	Pol beta inh	RXFP1 antagonist
1	COc1ccc(N2CC(C(=O)NCCC3=CCCCC3)CC2=O)cc1 (stereo not drawn)	-10%	-6%	-1%	7%	-12%	1%	6%	30%	0
2	Cc1cc(=O)n2nc(N3CCCC3C(=O)NCCCN3CCCCC3)sc2n1 (stereo not drawn)	-6%	2%	-2%	-4%	-6%	12%	5%	41%	2
3	CCN1CCN(C(=O)c2cc3cc4cc(OC)ccc4nc3s2)CC1	16%	-16%	22%	-2%	-17%	3%	15%	-13%	0
4	Cc1cc(C)c(C(=O)N(C)C2CCCN(Cc3ccccc3F)C2)o1 (stereo not drawn)	-14%	0%	-1%	-12%	-14%	38%	16%	?	-1
5	CCCC[C@H]1CCCO[C@@](C(=O)NCc2ccc(C)o2)(C(F)(F)F)C1	?	nt	-4%	nt	6%	-2%	31%[activator]	nt	nt
6	O=[N+]([O-])c1ccc(S(=O)(=O)N2CCN=C2SCc2ccc(F)cc2)cc1	-14%	2%	-7%	-13%	-4%	11%	49%[activator]	-8%	6
7	Cc1ccc(NC(=O)C2CCCN(S(=O)(=O)c3c(C)nn(C)c3C)C2)c(C)c1 (stereo not drawn)	1%	-3%	-8%	-15%	-21%	nt	6%	-26%	nt
8	Cc1ccc(NS(=O)(=O)c2ccc(C(=O)N3CCN(c4ccccn4)CC3)cc2)cc1	?	-4%	-3%	-19%	-17%	8%	12%	-2%	0
9	COc1ccc(CCNC(=O)c2ccc(CN3CCOCC3)cc2)cc1	-10%	nt	4%	6%	-5%	-2%	5%	5%	-22
10	COc1c2ccoc2c(OC[C@@H](OC(C)=O)C(C)(C)O)c2oc(=O)ccc12	nt	i	nt	-7%	10%	29%	22%	nt	nt
11	COc1ccc(OC)c(/C=N/NC(=O)c2cc3c(OC)cc(OC)cc3[nH]2)c1	18%	-5%	8%	-10%	-24%	12%	258%[activator]	3%	9
12	O=C(NN=C1CCCC1)c1ccccc1OCCOc1ccccc1	-18%	11%	-6%	8%	-1%	-6%	3%	1%	-2
13	CC1CCN(c2oc(-c3cccs3)nc2S(=O)(=O)c2ccccc2)CC1	4%	-1%	-7%	-7%	-18%	nt	?	?	-7
14	CC1(C)NC(C)(C)C(O)(C(N)=O)C1=O (stereo not drawn)	0%	-5%	-3%	-14%	-2%	-3%	7%	18%	20
15	Cc1ccccc1NS(=O)(=O)c1nnc(NC(=O)C(C)C)s1	1%	nt	-1%	-17%	0%	22%	19%	11%	12
16	Cc1cccc(N2CCN(C(c3ccccc3)c3nnc(-c4ccccc4Cl)o3)CC2)c1C (stereo not drawn)	0%	-5%	-7%	-13%	8%	nt	0%	31%	-25
17	Cc1ccc2nc(N3CCN(c4cccc(C)c4C)CC3)c3nnnn3c2c1	-9%&-6%	-1%&-10%	-2%&-6%	-4%&-13%	14%&-5%	-2%	8%&10%	21%&2%	-7&4
18	COC(=O)C1=C(C)N(c2ccc(C)cc2)/C(=C/c2ccc(O)cc2)C1=O	-19%	-8%	-4%	-23%	-5%	-1%	-12%	2%	-8
19	CCc1ccc(OCC(=O)Nc2cccc3nsnc23)cc1	-11%	-4%	-6%	-6%	7%	-2%	22%	-8%	-8
20	CCN(CC)C(=O)C1CCN(S(=O)(=O)c2c(C)noc2/C=C/c2cccc(C)c2)CC1	?	i	-9%	-12%	-19%	-8%	-10%	13%	nt
21	Cc1ccc(C)c(S(=O)(=O)N(C)c2ccc(OC(=O)C3CCN(C(=O)c4ccc(F)cc4)CC3)cc2)c1	nt	-6%	nt	-27%	-11%	nt	-4%	nt	-1
22	Clc1ccc(-n2nnnc2Sc2ncnc3sccc23)cc1	nt	i	nt	-8%	5%	nt	4%	nt	-2
23	Cn1c(=O)c2c(-c3ccc(OC(F)F)cc3)cc(-c3ccccc3)nc2n(C)c1=O	-1%	3%	-2%	5%	-10%	6%	20%	24%	-8
24	COc1ccc2sc(-c3ccccc3OC)c(-c3ccc(OCCN4CCOCC4)cc3)c2c1	nt	-6%	nt	-7%	-11%	-4%	-19%	nt	nt
25	COc1ccc(-c2c(C)nc3c(-c4ccsc4)cnn3c2N)cc1	5%	-1%	-5%	-5%	-6%	7%	-4%	49%	7
26	C=CCSc1nc(N)c(NC(=O)c2ccco2)c(=O)[nH]1	nt	7%	nt	-6%	-15%	nt	7%	nt	6
27	CCOC(=O)C1CCN(C(=O)C2CCN(C3=NS(=O)(=O)C(c4ccc(C)cc4)=C3CC)CC2)CC1	?	i	0%	-9%	7%	nt	40%	34%	-23
28	Cc1cc(CSc2ccccc2)ccc1NC(=O)COc1ccccc1C	-12%	i	2%	-16%	-6%	1%	79%[activator]	-19%[57.1 µM]	3
29	CCCNC(=O)NC(=O)CSc1nc2ccccc2n1CC(C)C	?	-1%	-2%	2%	-9%	-11%	-12%	2%	-10
30	O=C(NCc1ccccc1)c1ccc(NC(=O)N2CC3CCCN3c3ccccc32)cc1 (stereo not drawn)	?	-9%	-5%	-7%	-12%	nt	-6%	23%	-6
31	CC1CC(=O)Nc2ccccc2N1C(=O)COc1ccc2ccccc2c1 (stereo not drawn)	nt	-3%	nt	-13%	-24%	9%	-8%	nt	9
32	O=C(NCc1ccc2c(c1)OCO2)C(=O)NCC(c1ccco1)N1CCN(c2ccccc2)CC1 (stereo not drawn)	-21%	-2%	-1%	-2%	0%	-13%	3%	0%	19
33	CCCCn1c(Nc2ccccc2)nc2ccccc21	-4%	1%	-3%	4%	-6%	6%	5%	15%	-13
34	COc1ccc(OCc2ccc(-c3nc(C#N)c(N4CCN(c5cccc(Cl)c5)CC4)o3)o2)cc1	6%	i	-6%	-16%	-7%	nt	1%	?	-3
35	COC(=O)c1[nH]c2cc(OC)c(OC)cc2c1/C=N/Nc1ccccc1	9%	6%	-8%	?	-7%	1%	8%	-20%	-4
36	CCOc1ccccc1NC(=S)C(=C([O-])c1ccc2c(c1)OCCO2)[n+]1ccc(CC)cc1	nt	-3%	nt	-17%	0%	nt	34%[activator]	nt	-31
37	CCN(CC)CCN(C(=O)c1ccc2c(c1)OCCO2)c1nc2ccc(C)cc2s1	-19%	7%	-10%	-11%	-13%	-15%	24%	-23%	-18
38	COCC1CCN(Cc2nc(-c3ccc(OC)cc3)no2)CC1	-7%	9%	-4%	-9%	8%	-8%	23%	3%	7
39	COc1cc(-c2[nH]ncc2CN2CCc3sccc3C2)cc(OC)c1OC	-10%	-4%	1%	-17%	-7%	-3%	16%	2%	1
40	O=C(Nc1ccccc1)C1=C[C@@H](C2CCCCC2)C[C@@H](OCCCCO)O1	-22%	i	-16%	-16%	-5%	20%	-6%	16%	nt

# Structures shown so far containing a Cl atom, in the order listed:
no.	structure	Apoferritin bind	PGK inhibitor	BLM helicase inh	POLH inh	Pol kappa inh	APEX1 inh	Pol iota inh	Pol beta inh	RXFP1 antagonist
16	Cc1cccc(N2CCN(C(c3ccccc3)c3nnc(-c4ccccc4Cl)o3)CC2)c1C (stereo not drawn)	0%	-5%	-7%	-13%	8%	nt	0%	31%	-25
22	Clc1ccc(-n2nnnc2Sc2ncnc3sccc23)cc1	nt	i	nt	-8%	5%	nt	4%	nt	-2
34	COc1ccc(OCc2ccc(-c3nc(C#N)c(N4CCN(c5cccc(Cl)c5)CC4)o3)o2)cc1	6%	i	-6%	-16%	-7%	nt	1%	?	-3

# Next part:
no.	structure	Apoferritin bind	PGK inhibitor	BLM helicase inh	POLH inh	Pol kappa inh	APEX1 inh	Pol iota inh	Pol beta inh	RXFP1 antagonist
41	CC(=O)Oc1ccc(-c2csnn2)cc1	-10%	3%	-1%	-10%	-9%	-2%	8%	6%	-3
42	COc1cccc(CNC(=O)Cn2ncc3c4ccccc4n(C)c3c2=O)c1	3%	8%	-6%	-12%	-2%	nt	14%	6%	-7
43	O=C(N/N=C/c1ccc([N+](=O)[O-])o1)c1ccccc1-n1cccc1	3%	-8%	-2%	0%	-2%	26%[12.4 µM]	?	1%	6
44	COc1cccc(C(=O)NCc2ccc3c(c2)CCN3C(=O)c2ccncc2)c1	6%	5%	0%	-8%	-8%[60.1 µM]	nt	15%	1%	?
45	CCOc1ccc(S(=O)(=O)Nc2cccc(-c3ccc(N4CCCCCC4)nn3)c2)cc1	7%	i	-7%	-10%	-6%	3%	-9%	0%	-35
46	CCNC(=S)N/N=C/c1ccc(C(=O)O)cc1	1%	-5%	7%	-8%	-7%	-2%	112%[activator]	3%	-19
47	Cc1ncoc1C(=O)Nc1nccs1	-7%	0%	-2%	-11%	2%	-2%	0%	-4%	5
48	CC(=O)OC1C[C@@]2(C)C(c3ccoc3)OC(=O)C3O[C@@]32[C@]2(C)C(OC(C)=O)CC3C(C)(C)C(OC(C)=O)CC(OC(C)=O)[C@@]3(C)C12 (stereo partly drawn)	-19%	nt	1%	nt	3%[60.1 µM]	-2%	nt	nt	nt
49	CC(NC(=O)CN1CCN(S(=O)(=O)c2ccc(Br)cc2)CC1)c1ccccc1 (stereo not drawn)	nt	10%	nt	-15%	-8%	3%	16%	nt	-9
50	COc1cc(/C=C/C(=O)OCC(=O)NC(C)c2ccccc2)cc(OC)c1OC (stereo not drawn)	nt	8%	nt	-11%	2%	25%	84%[activator]	nt	-4
51	Cc1cccc(C(=O)NCC(=O)OCCOc2ccccc2Cl)c1	nt	-5%	nt	-11%	-14%	25%	1%	nt	-3
52	CCC(C)n1c(-c2cccc(S(=O)(=O)N(CC)CC)c2)n[nH]c1=S (stereo not drawn)	-4%	0%	-3%	-18%	1%	?	82%[activator]	2%	-12
53	O=C(O)CCCn1cc(NC(=O)c2sc3ccccc3c2Cl)cn1	0%	7%	0%	-15%	2%	-4%	8%	?	?
54	CCOc1ccccc1CN1C(=O)c2ccccc2C1C(=O)NCC1CCCO1 (stereo not drawn)	-10%	-10%	1%	-8%	-2%	4%	7%	5%	-1
55	O=c1cc(N2CCN(Cc3ccccc3)CC2)[nH]c(=O)n1-c1ccc(Br)cc1	10%	-6%	0%	0%	-10%	2%	6%	-3%	nt

# A portion of the library. The share of hits here may be higher or lower than overall.
